KB-3-1 cytotox: KB-3-1 parental cell cytotoxicity; KB-3-1 viability, CellTiter-Glo ATP luminescence, 72 h; Potency, µM (doses to about 46.1 µM), inactives show at the highest dose activity change, negative = cytotoxic, most hits filed as cytotoxic; hit rate 1.4% among 400,000; AID 1347075; note: % is set by controls: 0 for no effect and ±100 for the full control effect; nearly all actives have a fitted effect of over 60% in size
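Luminescent ATP read-out (CellTiter-Glo) measures survival of drug-naive KB-3-1 cells after 72 h compound exposure at 37 °C. Titration series was screened from lowest to highest concentration, with DMSO vehicle plates as background controls.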
TDP43 rescue: rescues yeast growth from TDP-43 toxicity; TDP-43 expressing yeast growth rescue, BacTiter-Glo, 24 h; Potency, µM (highest dose often 46.1 µM), for inactives: top-dose growth rescue (activation), usual class: activators; hit rate 1.8% among 410,000; AID 652104; note: % of control where 0% means no effect; nearly all actives have a fitted effect of over 50% in size
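Yeast cells expressing TDP-43 under galactose induction are exposed to compounds for 24 hr at 30 deg C. BacTiter-Glo luminescence measures growth, so protective compounds score as activators.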
HT1080 IDH1KD tx: kills HT-1080 cells with IDH1 knockdown. HT-1080 IDH1 knockdown viability, ATP luminescence, 48 h. Potency, µM (doses to about 46.1 µM), without a hit: top-dose activity, negative = toxicity, usual class: cytotoxic. hit rate 2% among 360,000. AID 686971;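 note: 0% = DMSO wells and -100% = cell-free medium wells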
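In this qHTS, HT-1080 cells depleted of IDH1 are exposed for 48 h at 37 °C to compound titrations. Toxicity is scored from CellTiter-Glo luminescence, with DMSO as full viability and medium alone as none.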
SW480 rereplic: induces DNA re-replication in SW480 colon adenocarcinoma cells; Potency, µM (top dose mostly 46.1 µM), for inactives: at the top dose re-replication activation, actives largely listed as activators; hit rate 1.8% among 340,000; AID 624297; SW480 DNA re-replication, Hoechst DNA content imaging, 48 h; note: % of control where 0% means no effect; nearly all actives have a fitted effect of over 55% in size
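Per well, 250 cells were exposed to pinned compound for 48 hr. Nuclear DNA was visualised with Hoechst (40 min, 37 C) and total object intensity recorded by fluorescence scanning.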
HT1080NT lethal: kills 2HG-producing HT-1080-NT fibrosarcoma cells. HT-1080-NT fibrosarcoma viability, CellTiter-Glo ATP luminescence, 48 h. Potency, µM (series often up to 46.1 µM), inactives show at the highest dose activity, negative = less viability, most hits filed as cytotoxic. hit rate 1.6% among 360,000. AID 686970;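 note: NT is the 2HG producing partner of a matched IDH1 knockdown line; 0% = DMSO-treated cells and -100% = media-only wells without cells; nearly all actives have a fitted effect of over 55% in size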
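750 cells/well, RPMI + 5% FBS; 2 h settle, compound pin-transfer, 48 h at 37 degrees C. CellTiter-Glo 10 min RT, luminescence. Normalized to DMSO and media-only wells.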
GLP1R cytotox: cytotoxic in the GLP-1 receptor inverse agonist counter-screen | HEK293 cAMP-luciferase reporter cells, luminescence, 24 h | hit rate 0.13% among 410,000 | Potency, µM (top dose mostly 38.3 µM), for inactives: at the top dose activity change, negative = inhibition, actives largely listed as inhibitors | AID 624418;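 note: loss of luciferase light is scored as toxicity; % is set by controls: 0 for no effect and ±100 for the full control effect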
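A 23 nL compound transfer followed 12 hours of cell culture at 37 deg C; exposure then lasted 24 hr. Luciferase assay detection reagent was dispensed and plates read for luminescence after a 12 min room-temperature wait.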
KB-V1 MDR tox: kills drug-selected multidrug resistant KB-V1 cells. KB-V1 MDR cells viability, CellTiter-Glo, 72 h. Potency, µM (doses to about 46.1 µM), without a hit: top-dose activity change, negative = cytotoxicity, actives largely listed as cytotoxic. hit rate 3.4% among 400,000. AID 1347076; note: % is set by controls: 0 for no effect and ±100 for the full control effect; nearly all actives have a fitted effect of over 60% in size
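Following 72 h at 37 degrees C with compound, KB-V1 cell viability was read by CellTiter-Glo luminescence, medium being phenol-red-free DMEM plus 10% FBS; concentration-response parameters came from normalized, curve-fitted qHTS data.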
GLP1R inv ag: GLP-1 receptor (human) inverse agonism; HEK293 GLP-1R CRE-luciferase, luminescence, 24 h; GLP-1R form is constitutively active; Potency, µM (titrated, usually from 38.3 µM), for inactives: at the top dose activity change, negative = inhibition, usual class: inhibitors; hit rate 1.6% among 410,000; note: % is set by controls: 0 for no effect and ±100 for the full control effect; nearly all actives have a fitted effect of over 55% in size
Target sequence (P43220 whole entry, looked up): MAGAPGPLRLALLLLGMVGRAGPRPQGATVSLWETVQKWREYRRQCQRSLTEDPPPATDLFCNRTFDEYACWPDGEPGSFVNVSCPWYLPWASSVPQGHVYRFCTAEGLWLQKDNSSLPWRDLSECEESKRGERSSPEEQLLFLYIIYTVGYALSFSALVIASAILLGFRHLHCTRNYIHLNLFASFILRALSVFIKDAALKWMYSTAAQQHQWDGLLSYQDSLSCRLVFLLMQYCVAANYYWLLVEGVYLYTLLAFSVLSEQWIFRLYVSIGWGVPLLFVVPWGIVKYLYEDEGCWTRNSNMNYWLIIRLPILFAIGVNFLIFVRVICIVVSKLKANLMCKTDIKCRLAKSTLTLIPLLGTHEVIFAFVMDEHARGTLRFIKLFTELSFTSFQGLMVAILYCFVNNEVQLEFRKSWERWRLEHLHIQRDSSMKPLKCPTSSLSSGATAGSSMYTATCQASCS
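Inverse agonists were sought by their lowering of basal cAMP reporter luciferase output in HEK293 cells stably carrying constitutively active human GLP-1R, after 24 h compound treatment.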
GLP1R ag: GLP-1 receptor (human) agonism. P43220. HEK293 GLP-1R CRE-luciferase, luminescence, 4-6 h; cells express a hypersensitive GLP-1R form. Potency, µM (highest dose often 45.6 µM), inactives show top-dose activation, hits mostly activators. hit rate 0.007% among 380,000; note: % of control where 0% means no effect
Active calls of the source: *; ? = inconclusive; · = not tested or not shown; & = joins results of further samples; [ ] = remark or other dose. Calls come from the whole dose curve; as a rule, active = well fitted curve in the direction sought with a large enough effect; inconclusive = small, poorly fitted or top-dose-only effect, or another doubt; inactive = no such curve, though single readings can be large; an effect the other way counts as inactive or inconclusive. Potency is the fitted concentration of half-maximal effect.

SMILES	KB-3-1 cytotox	TDP43 rescue	HT1080 IDH1KD tx	SW480 rereplic	HT1080NT lethal	GLP1R cytotox	KB-V1 MDR tox	GLP1R inv ag	GLP1R ag
Cc1cccc(C)c1OCc1cc(=O)n2ccsc2n1	-1%	?	·	·	·	-2%	4%	-1%	6%
Cc1cccc(Nc2nc(N)nc(CN3CCC(C)CC3)n2)c1C	-8%	-13%	?	-1%	5%	-9%	-29%	20%	11%
O=[N+]([O-])c1ccc2c(c1)C(=NO)c1cc(F)ccc1-2	-18%	?	4%	?	7%	-4%	?	47%[activator]	11%
CCOc1cccc(CN2CCCC(C(=O)Nc3ccc(-c4ccn[nH]4)cc3)C2)c1O (stereo not given)	9%	16%	2%	2%	1%	-7%	13%	-28%	-6%
Cc1ccc(NS(=O)(=O)c2ccc3[nH]c(=O)c(=O)[nH]c3c2)cc1Cl	19%	-14%	-1%	5%	3%	-4%	26%	6%	1%
CCc1nnc(SCc2ccc(CSc3nnc(CC)n3N)cc2)n1N	-3%	13%	7%	-5%	7%	1%	9%	7%	0%
CC(C)Nc1nc(NC(C)C)nc(OCCOC(=O)c2ccccc2)n1	0%	26%	-6%	-1%	-9%	6%	?	?	17%
Cc1cc(C)c(NC(=O)C2CCCN2C(=O)NC2CCCCC2)c(C)c1 (stereo not given)	1%	19%	6%	2%	20%	-2%	-4%	1%	-8%
CC(=O)c1ccc(N/C=C/C(=O)c2ccc(Br)cc2)cc1	8%	18%	14%	1%	9%	-28%	15%	7%	5%
COc1ccc(CCNC(=O)c2[nH]c(C)c(C(C)=O)c2C)cc1	11%	9%	2%	-2%	8%	-15%	-18%	-10%	12%
Nc1ccccc1Sc1ccc(C(=O)c2ccccc2C(=O)O)cc1[N+](=O)[O-]	3%	-19%	3%	?	7%	12%	10%	65%[activator]	0%
COC(=O)c1nn(-c2ccccc2)c(Cl)c1/C=N/OCc1c(Cl)cccc1Cl	0%	2%	-4%	2%	0%	4%	-20%	-8%	-1%
CCOc1ccc(/C=N/NC(=O)C(C)N(c2ccc(OC)cc2)S(C)(=O)=O)cc1OCC (stereo not given)	-6%	11%	0%	?	-2%	-6%	0%	26%	25%
O=C(Nc1nccs1)C(F)(F)C(F)(F)C(F)(F)C(=O)Nc1nccs1	3%	-15%	-20%	-6%	-4%	-18%	20%	-7%	-2%
COC(=O)c1cnn(-c2ccc(F)cc2F)c1/C=N/NC(N)=S	0%	-2%	-10%	0%	?	-18%	?	-16%	-1%
COc1ccccc1C(=O)N/N=C(\C)CC(=O)Nc1ccc(Nc2ccccc2)cc1	6%	5%	-8%	-2%	-26%	19%	-16%	?	12%
Cc1cc(C)n2nc(C)c(-c3ccc(Cl)cc3)c2n1	?	?	2%	-49%[inhibitor]	5%	23%	2%	23%	12%
Cc1ccc(CS(=O)(=O)Cc2ccc(C(=O)NCCCN3CC(C)CC(C)C3)o2)cc1 (stereo not given)	13%	-3%	0%	?	-1%	?	?	-16%	2%
OC(COc1cccc(OCC(O)CN2CCOCC2)c1)CN1CCOCC1 (stereo not given)	-15%&4%	5%&10%	-1%&3%	1%&-2%	3%&16%	-1%&-17%	9%&18%	26%&31%	2%&1%
COc1ccc(-c2nc(CS(=O)CC(=O)NCc3ccco3)c(C)o2)cc1 (stereo not given)	0%	0%	-2%	-1%	-20%	2%	2%	-4%	4%
CCCN(CCC)c1ccc(/C=N/NC(=O)CN2CCOCC2)cc1	-2%	-15%[9.22 µM]	11%	1%	12%	12%	4%	?	7%
COc1ccc(NC(=O)c2ccco2)cc1S(=O)(=O)N1CCCCC1	-13%	5%	0%	-3%	-4%	18%	?	8%	7%
Cn1c(N)c(C(=O)COC(=O)CNS(=O)(=O)c2ccc(Cl)c(Cl)c2)c(=O)n(C)c1=O	10%	22%	16%	-4%	13%	-8%	31%	7%	7%
COc1ccc(-c2nnc(SCC(=O)c3ccc[nH]3)o2)cc1	6%	-3%	12%	-9%	-2%	-14%	5%	0%	-8%
O=C(N/N=C/c1ccsc1)c1cc(-c2ccncc2)nc2ccccc12	2.6µM*	-9%	?	7.3µM*	4.6µM*	-30%	8.2µM*	?	4%
O=C(Nc1ccc2oc(-c3ccc(F)cc3)nc2c1)c1ccccc1F	17%	-6%	21%	4%	?	-1%	18%	0%	-10%
CS(=O)(=O)Nc1cccc(NC(=O)c2ccc(-c3ccc(F)c(F)c3)c3ccoc23)c1	-8%	0%	0%	·	?	-7%	?	?	-2%
CC1=C(C(=O)OC2CCCCCCC2)C(c2cc3c(cc2Br)OCO3)CC(=O)N1 (stereo not given)	?	16%	?	?	?	?	-18%	0%	3%
O=C1Nc2ccccc2-c2nnnn2C1N1CCCCC1 (stereo not given)	-8%	9%	13%	·	10%	1%	-18%	-3%	·
CCCCn1c(C)csc1=Nc1cccnc1	4%	-3%	0%	-3%	6%	16%	-20%	9%	0%
O=C(CSc1nnc(-c2ccccc2)o1)c1ccc2c(c1)OCCO2	1%	-18%	-4%	11%	3%	0%	-10%	-2%	-4%
Cc1cccc(CC(=O)NCCn2c(C)cc3ccccc32)c1	-4%	1%	13%	-2%	-3%	-21%	-1%	?	3%
CCOc1ccc(NC(=O)Cn2cnc3nc4c(cc3c2=O)CCCC4)cc1	-7%	0%	·	·	·	-11%	23%	4%	·
COc1ccc([C@H]2C[C@H](n3cc(COC(=O)c4ccccc4)nn3)[C@@H](O)CN2C(=O)C2CCCCC2)cc1	?	14%	-6%	·	-2%	2%	?	-22%	4%
C/C(CC(=O)Nc1ccc(Cl)c(Cl)c1)=N\NC(=O)C(=O)N1CCCCC1	-6%	-18%[0.397 µM]	-9%	-4%	-9%	-15%	0%	?	9%
Cc1ccc(NC(=O)CSc2nc3ccccc3c(=O)n2CCCC(=O)N2CCCC2)cc1	6.3µM*	6%	-8%	?	-8%	-16%	?	?	10%
COc1ccc(NC(=O)CSCc2cc(=O)n3cc(C)sc3n2)cc1	0%	12%	13%	14%	9%	-7%	18%	8%	9%
CC[C@]1(O)CC2CN(CCc3c([nH]c4ccccc34)[C@@](C(=O)OC)(c3cc4c(cc3OC)N(C=O)[C@H]3[C@@](O)(C(=O)OC)[C@H](OC(C)=O)[C@]5(CC)C=CCN6CC[C@]43[C@@H]65)C2)C1 (stereo not given in full)	?	-2%	0.18µM*	?	?	-16%	21µM*	-74%	-4%
CC(=O)Nc1ccc(NC(=O)c2cc(-c3ccc4c(c3)OCCO4)on2)cc1	3%	15%	·	·	·	-4%	12%	2%	·
NC(=O)C(Cc1ccccc1)N1C(=O)c2ccccc2C1=O (stereo not given)	5%	3%	20%	-12%	19%	0%	0%	14%	-6%

A draw from above in order of molar mass, low to high:
SMILES	KB-3-1 cytotox	TDP43 rescue	HT1080 IDH1KD tx	SW480 rereplic	HT1080NT lethal	GLP1R cytotox	KB-V1 MDR tox	GLP1R inv ag	GLP1R ag
O=C(CSc1nnc(-c2ccccc2)o1)c1ccc2c(c1)OCCO2	1%	-18%	-4%	11%	3%	0%	-10%	-2%	-4%
CCOc1ccc(NC(=O)Cn2cnc3nc4c(cc3c2=O)CCCC4)cc1	-7%	0%	·	·	·	-11%	23%	4%	·
C/C(CC(=O)Nc1ccc(Cl)c(Cl)c1)=N\NC(=O)C(=O)N1CCCCC1	-6%	-18%[0.397 µM]	-9%	-4%	-9%	-15%	0%	?	9%

New compounds follow:
SMILES	KB-3-1 cytotox	TDP43 rescue	HT1080 IDH1KD tx	SW480 rereplic	HT1080NT lethal	GLP1R cytotox	KB-V1 MDR tox	GLP1R inv ag	GLP1R ag
CN(C)Cc1c(C(=O)N/N=C/c2ccc(OCc3ccc(F)cc3)cc2)nnn1-c1nonc1N	-16%	-6%	-13%	-14%	-9%	-9%	-6%	4%	-1%
Cn1c(SCc2ccc(C#N)cc2)nnc1-c1cccc(Cl)c1	1%	?	0%	-1%	-2%	0%	-18%	0%	0%
C[C@H]1CN([C@@H](C)CO)C(=O)CCCn2nncc2CO[C@H]1CN(C)S(=O)(=O)c1ccc2ccccc2c1	12%	0%	0%	·	6%	1%	6%	3%	5%
Cc1ccc(/C=N/NC(=O)c2ccoc2C)o1	8%	8%	15%	1%	8%	-2%	?	2%	-1%
O=C(O)CN1C(=O)/C(=C\c2cccc(OCc3ccc(Cl)cc3)c2)SC1=S	0%	?	-1%	1%	1%	-1%	7%	-12%	-6%
O=C(NNC(=O)C12CC3CC(CC(Cl)(C3)C1)C2)c1ccncc1	0%	12%	-1%	-5%	-1%	-10%	5%	0%	2%
CCOC(=O)C1CCN(C(=O)COc2ccc(Br)cc2Br)CC1	-2%	0%	-3%	3%	-27%	-5%	12%	?	2%
CC1(C)Cc2c(sc(NC(=O)C(=O)NCCCN3CCOCC3)c2C#N)CO1	-3%	2%	1%	6%	-1%	9%	0%	-11%	-5%
CCOC(=O)CNC1CC(=O)N(c2cccc(Cl)c2)C1=O (stereo not given)	10%	1%	-1%	25%	-21%	-5%	2%	-16%	0%
O=C(NC1CCCCCCC1)c1ccco1	2%	-27%	-2%	-11%	-4%	-6%	-7%	-4%	-11%
COc1ccc(-c2noc(CSc3nc4ccccc4[nH]3)n2)cc1OC	?	16%	·	·	·	2%	-30%	1%	11%
Cc1ccc(-c2cc(C(F)(F)F)n3nc(C(=O)Nc4ccc(Cl)cc4Cl)cc3n2)cc1	28%	17%	·	·	·	6%	15%	5%	·
COC(=O)c1ccc(S(=O)(=O)N2CCCCCC2)cc1	16%	13%	-8%	-4%	-2%	4%	-1%	-13%	3%
O=c1[nH]c(C2CCCN(S(=O)(=O)c3ccccc3)C2)nc2c1nnn2Cc1cccc(Cl)c1 (stereo not given)	-9%	-21%	?	?	?	-8%	-23%	-12%	21%
C=CCn1c(C)nnc1SCC(=O)Nc1ccc2c(c1)OCCO2	·	17%	12%	-4%	-8%	10%	·	15%	-1%

Arranged by value in GLP1R ag (descending): 4 of the compounds above
Compound | GLP1R ag
COc1ccc(CCNC(=O)c2[nH]c(C)c(C(C)=O)c2C)cc1 | 12%
COc1ccc(-c2noc(CSc3nc4ccccc4[nH]3)n2)cc1OC | 11%
CCOC(=O)C1CCN(C(=O)COc2ccc(Br)cc2Br)CC1 | 2%
CCOC(=O)CNC1CC(=O)N(c2cccc(Cl)c2)C1=O (stereo not given) | 0%

Screens from PubChem BioAssay.
